# Bioassay records from PubChem.
# S-ASM inh – inhibitors of human secretory acid sphingomyelinase | P17405 | placental ASM, HMU-PC fluorogenic substrate, 60 min | Potency, µM (titrated, usually from 57.5 µM), for inactives: at the top dose activity change, negative = inhibition, actives largely listed as inhibitors | 0.006% of 340,000 active; note: potency is the fitted concentration of half-maximal effect
# Target sequence (P17405 47-631 limits assumed): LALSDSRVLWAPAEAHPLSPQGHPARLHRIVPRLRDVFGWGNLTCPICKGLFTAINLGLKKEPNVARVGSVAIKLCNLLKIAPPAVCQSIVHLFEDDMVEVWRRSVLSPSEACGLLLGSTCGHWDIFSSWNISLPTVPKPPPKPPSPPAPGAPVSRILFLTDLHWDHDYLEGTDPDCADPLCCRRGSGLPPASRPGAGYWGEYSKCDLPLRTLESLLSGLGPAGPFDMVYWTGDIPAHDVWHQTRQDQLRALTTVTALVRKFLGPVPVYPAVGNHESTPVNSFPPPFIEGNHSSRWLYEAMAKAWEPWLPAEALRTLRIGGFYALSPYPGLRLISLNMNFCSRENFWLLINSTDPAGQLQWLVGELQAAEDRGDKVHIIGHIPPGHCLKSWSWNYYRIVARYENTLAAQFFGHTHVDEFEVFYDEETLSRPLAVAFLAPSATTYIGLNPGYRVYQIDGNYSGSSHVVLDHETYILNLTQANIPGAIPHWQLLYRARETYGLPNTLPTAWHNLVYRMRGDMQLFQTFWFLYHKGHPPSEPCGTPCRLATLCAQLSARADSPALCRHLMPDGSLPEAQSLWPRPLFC
#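 Human placenta-derived ASM preincubated with compound 10 min at room temperature, then reacted with 9 uM (final) fluorogenic HMU-PC substrate for 60 min at 37 C. Stop solution raises pH to 10; fluorescence read at Ex 386/Em 447 nm.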
# KCNH2 3.1 inh – blocks the human KCNH2 3.1 channel isoform | U2OS KCNH2 3.1, thallium flux FluxOr; stronger effect = lower value | activity change, % (tested at about 1.8 µM) | 0.95% of 340,000 active | AID 720553;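 active = maximum activity change below -70%; inconclusive = maximum activity change from -70% to -50%; inactive = maximum activity change above -50%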;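 note: thallium influx rate constant from kinetic fluorescence after stimulation buffer; % is set by controls: 0 for no effect and ±100 for the full control effect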
#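 U2OS cells transduced with KCNH2 3.1 mutant virus (1.77 x 10^8 /mL, 4 h), plated overnight at 37 C, loaded 45 min with FluxOr dye plus Red40 quencher. Thallium flux rate constant from kinetic reads after stimulation buffer, normalised to controls.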
# MBNL1 CUG block – inhibitors of human MBNL1 binding to CUG repeat RNA | Q9NR56 | TR-FRET MBNL1-His/biotin-(CUG)12 binding, 665/545 ratio | Potency, µM (titrated, usually from 57.5 µM), for the others: top-dose activity change, negative = inhibition, most hits filed as inhibitors | 0.036% of 280,000 active | AID 2675; active = well fitted inhibition curve with a large enough effect in the signal ratio, with a control signal flat, not every such curve was filed as active; inconclusive = small, poorly fitted or top-dose-only effect, or effect the other way, or a change in a side signal; inactive = no such curve, though single readings can be large or run the other way; the % refers to the signal ratio; note: potency is the fitted concentration of half-maximal effect; % is set by controls: 0 for no effect and ±100 for the full control effect
# Target sequence (Q9NR56 whole entry, looked up): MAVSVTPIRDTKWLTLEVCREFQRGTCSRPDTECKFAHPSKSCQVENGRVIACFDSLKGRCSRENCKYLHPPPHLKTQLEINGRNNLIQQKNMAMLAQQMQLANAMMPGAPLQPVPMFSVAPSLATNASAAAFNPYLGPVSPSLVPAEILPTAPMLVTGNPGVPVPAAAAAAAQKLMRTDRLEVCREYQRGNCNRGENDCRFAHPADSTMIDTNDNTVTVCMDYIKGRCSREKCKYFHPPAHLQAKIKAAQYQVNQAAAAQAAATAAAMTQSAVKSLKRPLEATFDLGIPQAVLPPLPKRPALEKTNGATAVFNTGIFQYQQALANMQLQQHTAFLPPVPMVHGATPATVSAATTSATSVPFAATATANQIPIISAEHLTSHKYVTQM
#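 His-tagged MBNL1 binding to biotinylated (CUG)12 RNA was measured by TR-FRET using terbium anti-His antibody (0.055 ng/ul final) and streptavidin-XL665 (5 nM final). Compounds were titrated 92 nM to 58 uM; 60 min at room temperature.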
# KCNH2 WT inh – inhibitors of human wildtype KCNH2 potassium channel; Q12809; U2OS, BacMam KCNH2, thallium flux FluxOr; stronger effect = lower value; activity change, % at 1.84 µM; 0.37% of 340,000 active;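 active = maximum activity change below -70%; inconclusive = maximum activity change between -70% and -50%; inactive = maximum activity change above -50%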; note: % is set by controls: 0 for no effect and ±100 for the full control effect
#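 U2OS cells were transduced with wild-type KCNH2 virus (2.03 x 10^8 / mL) for 4 h at room temperature, then cultured overnight at 37 C. Thallium flux was read with FluxOr dye. Rate constants were normalized to DMSO controls.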
# GALK inhibitor – blocks human galactokinase activity; P51570; Purified GALK, Kinase-Glo residual ATP luminescence; Potency, µM (top dose mostly 57.5 µM), for inactives: at the highest dose activity change, negative = inhibition, hits mostly inhibitors; 0.007% of 270,000 active; note: potency is the fitted concentration of half-maximal effect; % is set by controls: 0 for no effect and ±100 for the full control effect
#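 Kinase-Glo Plus luminescence measured ATP left after a 1 h room-temperature reaction. The reaction used 5 nM GALK, 100 uM galactose and 35 uM ATP at pH 8.0 (20 mM HEPES, 5 mM MgCl2, 60 mM NaCl, 1 mM DTT, 0.01% BSA).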
# AT treatment – potential ataxia-telangiectasia treatment. 0.19% of 320,000 active. AID 485349. Potency, µM (titrated, usually from 57.5 µM), for the others: top-dose activation, actives largely listed as activators. […] A-T fibroblasts, KAP-1 phosphorylation AlphaLISA; neocarzinostatin DNA damage 30 min before lysis; note: potency is the fitted concentration of half-maximal effect; % of control where 0% means no effect; nearly all actives have a fitted effect of over 45% in size
#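 hTERT-immortalized A-T patient fibroblasts ([…]), 500 cells/well in OPTI-MEM, 1% FBS, got compounds for 60 min, then NCS for 30 min at 37C. Lysates were then assayed for phospho-KAP-1 by AlphaLISA (anti-pKAP1 donor, anti-KAP1 acceptor beads), 6 hr at 25C.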
# TRPV1 ag – agonists of human vanilloid receptor 1 (TRPV1); TRPV1-expressing cells, Fluo-8 calcium influx, agonist mode; 0.19% of 320,000 active; activation, % at 8.33 µM; AID 540275; in the data active = activation above about 80%; inconclusive = between about 30% and that limit; note: 0% is about no effect
#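 Cells expressing TRPV1 were dye-loaded with Fluo-8 and read kinetically: 10 s baseline, 3 min after compound (agonist portion), then 2 min after EC20 capsaicin (allosteric enhancer portion). Calcium-bound dye fluorescence at 480/520 nm.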
# Integrin act MD – activators of alpha7 integrin expression for muscular dystrophy. alpha7betagal myoblasts, beta-gal FDG fluorescence, 48 h. Potency, µM (top dose mostly 38.3 µM), for the others: at the top dose activation, actives largely listed as activators. 0.064% of 350,000 active;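 note: potency is the fitted concentration of half-maximal effect; 100% = response of the positive control SU9516; nearly all actives have a fitted effect of over 60% in size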
#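 Alpha7betagal+/- myoblasts (passage 13) were plated 16-24 hr, then exposed to compounds (1:260 dilution of DMSO stock) for 48 hours at 37C. After MPER lysis, β-galactosidase reporter activity was read as FDG fluorescence (ex 480/em 540) after 30 minutes.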
# CXXC DNA block – blocks binding of human MLL CXXC domain to DNA. Q03164. MLL-CXXC / FITC-HOXA9 DNA fluorescence polarization. Potency, µM (series often up to 115 µM), for inactives: top-dose activity change, negative = inhibition, most hits filed as inhibitors. 0.037% of 290,000 active. AID 2662; active = well fitted inhibition curve with a large enough effect in the polarisation, with a control signal flat, not every such curve was filed as active; inconclusive = small, poorly fitted or top-dose-only effect, or effect the other way, or a change in a side signal; inactive = no such curve, though single readings can be large or run the other way; the % refers to the polarisation; note: potency is the fitted concentration of half-maximal effect
#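 Purified MLL-CXXC (added from a 7 uM solution) was preincubated 5 min at ambient with pinned compounds in 50 mM Tris-HCl pH 7.5, 50 mM NaCl, 1 mM DTT, 0.05% BSA. Fluorescein-labeled HOX-A9 DNA (50 nM solution) followed, 30 min, then polarization read.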
# Coupling enz – counter-screen for Giardia aldolase inhibitors: coupling enzyme system; coupling enzyme system counterscreen, AmpLite Red fluorescence; activity change, negative = inhibition, % at 58.2 µM, hits read low; 0.67% of 290,000 active; in the data active = activity change below about -30%; note: % is set by controls: 0 for no effect and ±100 for the full control effect
#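 Activity here indicates interference with the coupling reaction, not aldolase inhibition. Compounds at 57.5 uM final met coupling enzymes for 10 min at RT; substrate and AmpLite Red detection followed, with a 525/598 nm fluorescence read after 20 min.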
# Numbers without * were called inactive; ? = inconclusive; . = not tested or not shown; & = joins results of further samples; [ ] = remark or other dose. Unless noted, calls come from the whole dose curve; as a rule, active = well fitted curve in the direction sought with a large enough effect; inconclusive = small, poorly fitted or top-dose-only effect, or another doubt; inactive = no such curve, though single readings can be large; an effect the other way counts as inactive or inconclusive.
SMILES,S-ASM inh,KCNH2 3.1 inh,MBNL1 CUG block,KCNH2 WT inh,GALK inhibitor,AT treatment,TRPV1 ag,Integrin act MD,CXXC DNA block,Coupling enz
CCOC(=O)C1CCN(S(=O)(=O)c2cccc(-c3cn4ccccc4n3)c2)CC1,-4%,-7,-15%,-7,1%,-4%,-1,-29%,-5%,3
COc1ccc(/C=C2\SC(=S)N(CCCC(=O)N3CCOCC3)C2=O)cc1,-21%,11,.,5,.,.,.,-41%[inhibitor],.,.
O=C(CC(O)CCc1ccccc1)c1ccc(O)cc1 (configuration not stated),6%,1,.,3,.,2%,.,22%,.,.
Cc1cc(NC(=O)CSCC(=O)OCc2nnc(-c3ccccc3)o2)no1,4%,17,-1%,-6,7%,3%,1,2%,27%,.
COC(=O)N1[C@H](Cc2ccccc2)C=C[C@]1(C)C(=O)NCc1ccccn1,2%,5,-27%,-5,.,0%,0,5%,1%,-1&-1
CCc1cc(C(=O)N(CCCOC)c2c(N)n(Cc3ccccc3)c(=O)[nH]c2=O)sc1C,8%,-3,.,-2,.,-3%,-1,-21%,.,.
CCOC(=O)C(C)Sc1nnc(-c2ccccc2O)n1-c1ccc(C)cc1 (configuration not stated),-3%,-3,-2%,-5,-3%,25%,2,-11%,1%,-5
CCOC(=O)NC(C(F)(F)F)(C(F)(F)F)P(=O)(c1ccccc1)c1ccccc1,4%,-1,8%,26,0%,-9%,-3,8%,5%,0
COc1ccccc1N1C(=O)c2cccnc2C1=O,2%,26,?,3,-1%,7%,-1,?,-11%,2
Cc1ccc(/C=C/C(=O)Nc2cccc3cccnc23)o1,-1%,-2,.,-2,0%,-3%,1,-15%,-5%,-6
COc1ccc(C(=O)Nc2cccc([N+](=O)[O-])c2)cc1Br,0%,-2,.,4,.,.,.,24%,.,.
OCC1OC(n2cnc3ccccc32)CC1O (configuration not stated),3%,-3,-5%,3,-2%,2%,-2,12%,-1%,1
CC(=O)Nc1ccc(NC(=O)Oc2ccccc2)cc1,1%,11,-28%,-21,0%,-7%,-2,9%,-7%,-1
Cc1ccc(C)c(CSc2nnc([C@@H]3CCCN3)o2)c1,3%,-5,2%,1,-3%,-1%,1,-15%,1%,2
O=C(c1ccccc1)c1ccc2c(c1)OCCCO2,1%,7,-14%,-25,6%,-5%,20,17%,-15%,0
COc1c(/C=N/Nc2ccc([N+](=O)[O-])cc2[N+](=O)[O-])c(C)nn1-c1ccccc1,1%,4,-1%,-6,-2%,-1%,0,7%,-2%,0
CCc1noc(C)c1C(=O)OCC(=O)N1CCc2ccccc21,11%,1,.,-4,.,11%,1,-40%,.,.
O=C(Cc1ccc(NC(=O)C2CCN(C(=O)C3CC3)CC2)cc1)Nc1ccc(C(=O)N2CCOCC2)cc1,-6%,-2,.,3,.,.,.,16%,.,.
C=CC[C@H](CC(=O)NCCO)C(=O)NCCOC(=O)[C@@H](CC=C)CC(=O)OC(C)(C)C,-3%,-6,.,-15,.,5%,.,21%,.,.
Cc1onc(-c2c(F)cccc2Cl)c1C(=O)NCc1ccc(S(N)(=O)=O)cc1,2%,9,.,19,.,-1%,2,30%,.,.
CC(=O)N1CCN(c2nc3cc4c(cc3nc2NS(=O)(=O)c2ccccc2)OCCO4)CC1,206%[activator],-4,?,3,-1%,1%,0,-6%,3%,2
COc1ccc(C(=O)O)cc1S(=O)(=O)N1CCCc2ccccc21,-1%,-5,-3%,-9,0%,-20%,1,-21%,?,-2
Oc1ccccc1-c1nc(NC2CCCC2)c2ccccc2n1,-30%,-14,3%,-5,-3%,10%,-3,0%,0%,3
COc1ccc(C(=O)CC(=O)c2ccccc2O)cc1,-5%,14,16%,-3,8%,20%,5,0%,3%,0
CCCCOc1ccc(N2C(=O)CC(NCc3ccncc3)C2=O)cc1 (configuration not stated),0%,7,1%,10,1%,4%,7,41%,-1%,-2

# Following part
SMILES,S-ASM inh,KCNH2 3.1 inh,MBNL1 CUG block,KCNH2 WT inh,GALK inhibitor,AT treatment,TRPV1 ag,Integrin act MD,CXXC DNA block,Coupling enz
CCC(=O)N/C(=N/c1nc(C)cc(C)n1)Nc1ccc(C)cc1,0%,16,6%,3,5%,0%,22,5%,?,3
C/C(=N/OC(=O)C1CC12CCC2)c1ccc(Br)cc1 (configuration not stated),-1%,-23,-2%,0,-1%,5%,6,-54%[inhibitor],-2%,1
C#CCOCCOCCOCCNc1nc(N2CCN(C(=O)[C@H](Cc3ccc(O)cc3)n3cc([C@@H](N)CC(C)C)nn3)CC2)nc(N2CCN(C(=O)[C@H](Cc3ccc(O)cc3)n3cc([C@@H](N)CC(C)C)nn3)CC2)n1,.,.,-13%,.,2%,-4%,4,.,-14%,1
Cc1ccc(S(=O)(=O)N2CCCCC2)cc1NC(=O)C1CCCO1 (configuration not stated),2%,11,-6%,1,-8%,-2%,-1,18%,20%,4
CCOC(=O)/C(C#N)=C1/C=CN(C)C=N1,3%,2,?,-2,0%,17%,4,-12%,10%,0
O=C(Cc1ccccc1)N/N=C/c1ccc2c(c1)OCO2,3%,20,2%,13,-1%,0%,0,15%,-1%,-1
Cc1nn(-c2ccccc2)c2c1C(=O)N(Cc1ccccc1)C(=O)C(C)(C)C2,-7%,-11,-6%,-12,.,4%,19,6%,0%,4
COC(=O)CCCCCCCCCC[N+]1(C)CCCCC1,5%,6,.,-8,1%,6%,-2,-18%,?,1
COc1ccc(-c2[nH]ncc2CNCCc2ncccc2C)cc1F,5%,-26,-15%,0,0%,7%,6,-16%,-5%,-12
S=C(NCc1ccccc1)Nc1ccc2ccccc2c1,-1%,18,-2%,6,-12%,19%,27,-25%,3%,.
Cc1ccc(NC(=O)CSc2ccc3nnc(-c4cccnc4)n3n2)cc1,1%,-2,46%[activator],13,3%,6%,1,-39%,1%,.
Nc1cc(-c2nn[nH]n2)ccc1F,6%,1,22%,3,-2%,13%,-1,21%,-6%,-1
O=C(COC(=O)CCOc1ccccc1)Nc1ccc(Cl)cn1,1%,-9,-3%,-6,0%,-1%,6,8%,8%,0
COc1ccc(OC)c(NC(=O)c2cc(S(=O)(=O)N3CCCCC3)c[nH]2)c1,-3%,-2,11%,0,.,2%,2,20%,14%,1
N#C/C(=C\c1cccnc1)c1nc2ccccc2[nH]1,109%[activator],5,.,0,-6%,6%,.,-14%,-4%,0
Cc1ccccc1C(=O)Nc1nnc(CC(=O)N/N=C/c2ccncc2)s1,0%,6,7%,2,4%,-4%,1,0%,1%,5
COCCCNC(=O)Cn1nnc(-c2ccc(NC(=O)c3ccc(F)cc3)cc2)n1,-3%,12,-1%,-12,0%,0%,1,25%,1%,3
COC(=O)c1ccc(/C=N\NC(=O)c2c(C)nc3ccc(Cl)cn23)cc1,4%,-11,3%,-1,1%,-13%,-1,21%,35%[activator],0
CN(C)C(=O)c1nnc(Cc2ccc(Cl)cc2)o1,2%,19,-1%,1,.,5%,-1,-14%,1%,1
O=C(NC1CC1)c1cc(Cl)nc2ccccc12,0%,1,.,-10,.,-13%,10,-8%,.,.
FC(F)(F)c1cc(-c2ccccc2)nc(NCC2CCCO2)n1 (configuration not stated),4%,-4,-2%,-4,-3%,6%,?,-8%,2%,-1
Cc1nnsc1Sc1cccc(C(F)(F)F)c1,1%,10,-9%,2,-1%,-3%,1,12%,-3%,-1
Nc1nnc(CSCc2ccc(Cl)cc2)s1,2%,-2,12%,-3,.,5%,4,10%,16%,2
Clc1ccc(C2=Nn3c(Cn4nnc5ccccc54)nnc3SC2)cc1,-2%,11,-7%,2,4%,-10%,0,-14%,-4%,4
COc1cccc(N2CCN(C(c3ccccn3)c3nnnn3C(C)(C)C)CC2)c1 (configuration not stated),2%,0,-18%,-12,-3%,.,2,-9%,-4%,1
O=C(CN1C(=O)NC2(CCc3ccccc32)C1=O)NCC(=O)Nc1ccc(F)cc1 (configuration not stated),-2%,2,.,-9,.,-2%,-2,-34%,.,.
Cc1cc(C(=O)NCCCN(C)C)c2ccccc2n1,1%,6,-3%,3,5%,-3%,-4,-18%,-2%,-2
Cc1nc2ccccc2n1CC(=O)OCC(=O)N1CCC(C)CC1,1%,14,.,12,.,-1%,.,0%,.,.
COc1ccc(CCCc2n[nH]c(=S)o2)cc1,0%,14,-10%,-1,1%,1%,3,6%,-4%,4

# Single entries from above.
# S-ASM inh result of `COC(=O)c1ccc(/C=N\NC(=O)c2c(C)nc3ccc(Cl)cn23)cc1` is entered as 4%
# S-ASM inh result of `O=C(Cc1ccc(NC(=O)C2CCN(C(=O)C3CC3)CC2)cc1)Nc1ccc(C(=O)N2CCOCC2)cc1` is entered as -6%
